Bioassay records (PubChem BioAssay)
TRPC6 act – mouse TRPC6 channel activation. Q61143. HEK293-TRPC6 membrane potential dye fluorescence; active compounds read high. B-score at 10 µM. 310,000 compounds, 0.13% hits. AID 2550;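 active = B-score of the integrated fluorescence ratio above library mean plus 3 SD, and starting fluorescence ratio within library mean plus 5 SD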;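 also: higher score means more depolarization so channel activation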
TRPC6 inh – blocks the mouse TRPC6 cation channel | AID 2553 | 310,000 compounds, 1.1% hits | B-score at 10 µM | Q61143 | HEK293-TRPC6, membrane potential dye, ACh-evoked depolarization; active compounds read low;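 active = B-score under library mean minus 3 SD, initial fluorescence not abnormally high, positive integrated signal ratio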;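 also: B-score derived from integrated fluorescence ratio over the kinetic read; more negative B-score means stronger inhibition of depolarization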
MrgX1 PAM – allosterically activates human MrgX1 receptor signaling; MrgX1-HEK293, Fluo-4 calcium flux, FDSS; active compounds read high; AID 588675; B-score at 10 µM; 310,000 compounds, 0.63% hits;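 active = plate-corrected calcium response at least 3 library SD above typical, normal starting fluorescence, not activating the receptor alone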;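 also: compound read alongside a low EC10 to EC30 dose of BAM8-22 agonist; peak minus trough fluorescence over baseline measured at the second addition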
Target sequence (Q96LB2 whole entry, looked up): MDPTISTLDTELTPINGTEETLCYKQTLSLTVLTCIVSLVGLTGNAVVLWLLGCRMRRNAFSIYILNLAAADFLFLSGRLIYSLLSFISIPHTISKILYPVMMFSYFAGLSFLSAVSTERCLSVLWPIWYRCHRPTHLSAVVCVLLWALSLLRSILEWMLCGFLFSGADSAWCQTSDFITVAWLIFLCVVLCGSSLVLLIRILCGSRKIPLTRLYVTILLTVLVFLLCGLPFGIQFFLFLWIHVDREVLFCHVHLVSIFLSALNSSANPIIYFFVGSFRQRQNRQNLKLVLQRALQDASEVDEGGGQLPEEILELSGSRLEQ
MrgX1 antagonist – antagonists of human MrgX1 receptor; Q96LB2; MRGX1-HEK293 calcium flux, Fluo-4, BAM8-22 antagonism; active compounds read low; B-score at 10 µM; 310,000 compounds, 1.3% hits; AID 588676;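 active = calcium-response B-score plate-corrected more than 3 library SD below zero, starting fluorescence within 5 deviations, no agonist response on first addition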;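 also: peak minus trough fluorescence over baseline after final BAM8-22 challenge near maximal dose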
MrgX1 agonist – agonists of human MrgX1 receptor | Q96LB2 | MrgX1-HEK293 cells, Fluo-4 calcium fluorescence, agonist mode; active compounds read high | B-score at 10 µM | 310,000 compounds, 0.44% hits | AID 588627;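 active = calcium response B-score plate-corrected fluorescence ratio at least 3 library SD, with starting fluorescence B-score inside 5 SD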
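times = overnight plating, then 30 min 37 °C plus 30 min room-temperature dye loading | assay system = stable human MrgX1 HEK293 cell line | input = fifteen thousand cells per well | signal = kinetic calcium dye fluorescence, Fluo-4 NW | dosing = compound delivered in addition one of three | read-out = B-scored fluorescence response ratio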
HIF act – HIF pathway transcriptional activation. U2OS HRE-luciferase reporter, luminescence; normalized: DMSO 0%, desferrioxamine 100%. 300,000 compounds, 0.32% hits. activation, % at 7.5 µM (by protocol);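 active = mean activation of at least 10% of the iron chelator positive control signal, with at least half of replicates also reaching 10%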
Platelet DG rel – modulates dense granule release in human platelets. human platelet-rich plasma, SFLLRN dense granule ATP release, luminescence. inhibition, %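 (compounds screened at 7.5 µM in platelet-rich plasma)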. 300,000 compounds, 0.22% hits;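 active = mean replicate score, as percent of positive control, at or above 50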
TRPC4 inh – blocks the mouse TRPC4 cation channel; Q9QUQ5; HEK293 TRPC4beta/mu-opioid, DAMGO-evoked Fluo4 calcium flux; active compounds read low; B-score at 10 µM; 300,000 compounds, 0.39% hits; AID 2247;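 active = B-score over 3 SD under the library average, no early fluorescence shift, positive overall ratio signal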
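Assay system: HEK293 cells with stable TRPC4beta plus mu-opioid receptor expression; Probe or stimulus: DAMGO in two steps, submaximal then maximal; Dosing: single-point compound dosing; Measured by: Fluo4 calcium-dye fluorescence, kinetic read; Read-out basis: B score from integrated Fluo4 fluorescence ratio.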
RGS4 pot – potentiators or activators of RGS4. HEK293 M3R/inducible RGS4, carbachol calcium flux Fluo4; active compounds read low. B-score at 10 µM. 310,000 compounds, 0.92% hits;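 active = B-score of the integrated calcium signal more than 4 SD below the library mean, with starting fluorescence not abnormally high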;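 also: negative B-score means reduced calcium response which marks RGS4 activation or potentiation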
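Test system: HEK293 cells with stable M3R and inducible RGS4; also added: carbachol at ECmax as muscarinic agonist stimulus; schedule: dye loading 30 min 37 °C, buffer rest 30 min RT; technique: kinetic calcium fluorescence imaging with Fluo4-AM dye, 2 µM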
SKKanGAS inh – blocks kanamycin growth of S. pyogenes SKKanGAS strain | inhibition, % at 7.5 µM | 300,000 compounds, 1.3% hits | BacTiter-Glo, 6 h;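 active = mean replicate score, as percent of positive control median, at least 50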;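 also: strain carries kanamycin resistance gene driven by streptokinase promoter and grows in 40 µg/ml kanamycin; loss of luminescence reflects streptokinase promoter inhibition or plain growth inhibition; 0% = median of DMSO wells and 100% = positive control at its reference dose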
RGS4 block – inhibitors of human RGS4 | B-score at 10 µM | 310,000 compounds, 0.45% hits | P49798 | HEK293 M3R/RGS4 inducible, Fluo-4 calcium flux; active compounds read high; triggered by carbachol at its EC20;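 active = B-score, a plate-corrected calcium signal, over three deviations above library mean, with baseline fluorescence within five deviations of library mean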;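 also: RGS4 expression induced by doxycycline in cells with stable M3 receptor; B-score is computed from the integrated fluorescence ratio over baseline after carbachol; higher B-score means a larger calcium signal and so more RGS4 inhibition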
Target sequence (P49798 whole entry, looked up): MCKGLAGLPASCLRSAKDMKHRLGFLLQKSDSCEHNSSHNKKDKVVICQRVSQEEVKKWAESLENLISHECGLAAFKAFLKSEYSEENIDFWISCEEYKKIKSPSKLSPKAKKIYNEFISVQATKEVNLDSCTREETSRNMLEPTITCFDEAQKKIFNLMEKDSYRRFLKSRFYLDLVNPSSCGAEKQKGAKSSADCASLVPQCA
* = called active by the depositor; i = inactive; . = no result given.

SMILES	TRPC6 act	TRPC6 inh	MrgX1 PAM	MrgX1 antagonist	MrgX1 agonist	HIF act	Platelet DG rel	TRPC4 inh	RGS4 pot	SKKanGAS inh	RGS4 block
COc1cc(NC(=O)C2CCCCC2)c(OC)cc1NC(=O)CCC(=O)NCc1ccco1	i	i	i	i	i	-0.3	-0.2	i	i	-1.7	i
COc1ccccc1NS(=O)(=O)c1cc(NC(=O)Cn2cnc3c2c(=O)n(C)c(=O)n3C)ccc1C	i	i	i	i	i	0.4	1.4	i	i	1.9	i
C=CCNC(=O)c1onc(CSc2cccc(OC)c2)c1C(=O)O	i	i	i	i	i	0.0	-0.3	i	i	6.2	i
O=C(c1ccco1)N1CCN(c2cc(C(F)(F)F)nc3ncnn23)CC1	i	i	i	i	i	-0.1	9.0	.	i	-1.9	i
NC(=O)c1ccc(NC(=O)COc2coc(CN3CCc4ccccc4C3)cc2=O)cc1	i	i	i	i	i	1.3	-2.5	i	i	-12.2	i
BrC(=C\c1ccccc1)/C=N/n1cnnc1	i	i	.	.	.	0.1	6.8	i	i	7.8	i
CCOc1ccc(N=C2NC(=O)C(CC(=O)Nc3ccccc3)S2)cc1 (centres undefined)	i	i	i	i	i	1.0	-4.5	i	i	7.3	i
O=c1[nH]c2ccccc2cc1-c1nnn(-c2ccccc2)n1	i	i	i	i	i	-0.2	1.1	i	i	-0.5	i
Nc1nc(SCC(=O)Nc2cc(S(=O)(=O)N3CCOCC3)ccc2Cl)n[nH]1	i	i	i	i	i	0.3	-4.0	i	i	5.1	i
N#CCC(=N)N1CCN(c2ccccc2)CC1	i	i	i	i	i	0.3	-17.0	i	i	-4.5	i
Cc1ccc(S(=O)(=O)NC(CC(=O)N2CCc3ccccc32)c2ccco2)cc1 (centres undefined)	i	i	i	i	i	0.0	4.4	i	i	0.7	i
CCCCCC(=O)NC(=S)Nc1ccc(Br)cc1C	i	i	i	i	i	0.1	4.7	i	i	3.1	i
S=c1nc(SCc2ccccc2)[nH]c2ccccc12	i	i	i	i	i	-0.3	-3.3	i	i	76.4*	i
CC(=O)Nc1c(C)ccc(S(N)(=O)=O)c1C	i	i	i	i	i	-0.1	7.5	i	i	-11.4	i
Cn1ncc(Cl)c1C(=O)N1CCN(S(=O)(=O)c2cccs2)CC1	i	i	i	i	i	-0.3	-10.6	i	i	8.8	i
CC1=CC(=C(C#N)C#N)C=C(C)N1Cc1ccccc1	i	i	i	i	i	-1.5	5.0	i	i	-3.1	i
O=C(Nc1ccccc1Cl)N1CCN(c2ccc3nnc(-c4ccc(F)cc4)n3n2)CC1	i	i	i	i	i	-0.4	-5.6	i	i	1.5	i
COc1cc(OC)cc(-c2cc(N)n(S(=O)(=O)c3cccc4nsnc34)n2)c1	i	i	i	i	i	.	0.4	i	i	0.1	4.81*
COc1ccccc1NS(=O)(=O)c1ccc2oc(=S)[nH]c2c1	i	i	i	i	i	-0.3	-3.7	i	i	10.2	i
Cn1ncc(Br)c1NC(=O)c1ccco1	i	i	i	i	i	-20.4	-27.0	i	i	-5.7	i
N#Cc1nc(-c2ccccc2)oc1NCCN1CCCCC1	i	i	i	i	i	0.9	-1.0	i	i	-5.0	i
Brc1cccc(-c2nc(-c3ccncc3)no2)c1	i	i	i	i	i	3.3	7.4	i	i	2.4	i
O=C(c1ccc(C(F)(F)F)cc1)C1CCCN(C(=O)c2csnn2)C1 (centres undefined)	i	i	i	i	i	0.2	4.0	i	i	2.2	i
COc1ccc(CC(NC(C)=O)C(=O)NC2CCN(C(=O)c3cc(OC)c(OC)c(OC)c3)CC2)cc1 (centres undefined)	i	i	i	i	i	0.0	3.3	i	i	3.5	i
CC(C)CCNC(=O)CN(C(=O)Cn1nnc(-c2ccc(F)cc2)n1)C1CCCC1	i	i	i	i	i	-0.7	-0.3	i	i	2.5	i
CCOC(=O)c1cc(-c2ccccc2)n(CC(=O)NC(C)(C)C)c1C	i	i	i	i	i	-0.1	4.8	i	i	-2.3	i
Cc1ccc(N=C(NO)c2cnccc2C(F)(F)F)c(C)c1	i	i	i	i	i	-1.6	4.4	i	i	1.0	i
CCOc1ccc(-c2nc(CCl)cs2)cc1OC	i	i	i	i	i	2.3	1.7	i	i	3.4	i
O=c1cc(CN2CCN(c3ccccc3)CC2)nc2scc(-c3ccccc3)n12	i	i	i	i	i	-0.1	-2.3	i	i	-0.6	i
Cc1ccc2[nH]c(=O)c(-c3nc4ccccn4c3NCc3ccco3)cc2c1	i	i	i	i	i	1.8	-0.4	i	i	4.1	i
C/C(=N\NC(=O)C1CC1)c1ccc(Cl)c(Cl)c1	i	i	i	i	i	-0.4	8.1	i	i	-2.4	i
S=c1[nH]c2cc3ccccc3cc2[nH]1	i	i	i	i	i	-0.1	-1.3	i	i	-10.7	i
O=C1CC(NCC2CCCO2)C(=O)N1c1ccc(F)cc1 (centres undefined)	i	i	i	i	i	0.1	-3.2	i	i	1.8	i
COc1ccc(NC(=O)C2CCCC2)cc1	i	i	i	i	i	-1.1	11.1	i	i	-3.0	i
O=C(O)COc1ccc2c(c1)O/C(=C\c1cccs1)C2=O	i	i	i	i	i	-0.4	3.2	i	i	-4.0	i
COc1ccc(-n2nc(C(=O)NCC(=O)NCc3ccc(F)cc3)c3ccccc3c2=O)cc1	i	i	i	i	i	0.2	-1.4	i	i	-0.5	i
O=S(=O)(c1ccc(S(=O)(=O)N2CCC(O)CC2)cc1)N1CCCC1	i	i	i	i	i	0.0	-5.7	i	i	3.2	i
Cc1ccc(N2CC(O)(c3cccs3)[N+]3=C2CCCC3)cc1 (centres undefined)	i	-5.22*	i	i	i	0.3	8.1	i	i	-0.2	i
Cc1ccccc1-c1n[nH]c(=S)n1C	i	i	i	i	i	0.3	0.3	i	i	-8.3	i
NC(=O)c1cccc(N=Cc2cc(Cl)cc(Cl)c2O)c1	i	i	.	.	.	0.0	2.0	i	i	11.3	i
O=C(Nc1ccccc1)N1CCN(Cc2ccccc2)CC1	i	i	i	i	i	1.7	8.1	i	i	7.3	i
CCc1ccc(OCC(=O)N(C)C)c(Br)c1	i	i	i	i	i	-0.2	-11.8	i	i	-1.6	i
COc1ccccc1NS(=O)(=O)c1ccc(N/N=C/c2ccccc2OCC(=O)O)c([N+](=O)[O-])c1	i	i	i	i	i	-2.3	-7.0	i	i	14.6	i
COC(=O)c1ccc2c(=O)[nH]c(CSc3nnc(C(F)(F)F)n3C)nc2c1	i	i	i	i	i	-21.2	4.8	i	i	0.0	i
CCc1c(C)nc2ncnn2c1Nc1ccc(C#N)c(Cl)c1	i	i	i	i	i	0.2	-10.1	i	i	2.0	i
Nc1nnnn1CC(=O)N/N=C/c1ccc(-c2cccc(Cl)c2)o1	i	i	i	i	i	-0.1	-9.7	i	i	-17.0	i
Cc1ccnc(NC(=O)c2cccc(S(=O)(=O)NCc3ccccc3)c2)c1	i	i	i	i	i	3.7	-13.4	i	i	-52.7	i
CC1=CC(c2ccccc2)n2nc(N)nc2N1 (centres undefined)	i	i	i	i	i	-0.5	1.5	i	i	3.6	i
O=[N+]([O-])c1ccc(N(CC2CO2)S(=O)(=O)c2ccccc2)cc1 (centres undefined)	i	i	i	i	i	-0.1	6.6	i	i	1.3	i
CCCNC(=S)N1CCC(NC(=O)c2cccc(C)c2)CC1	i	i	i	i	i	-2.2	0.8	i	i	-6.3	i
CC1(C)CC2CC(C)(CN2C(=O)c2cc(-c3ccccc3O)on2)C1 (centres undefined)	i	i	i	i	i	0.0	19.2	i	i	5.4	i
COC(=O)c1cccc(Cn2nc(C)c([N+](=O)[O-])c2C)c1	i	i	i	-6.62*	i	-0.2	8.8	i	i	-13.5	i
COc1ccc(CN(CC(=O)NCc2ccccc2)C(=O)CCC(=O)Nc2nccs2)cc1	i	i	11.7*	i	i	-0.3	-17.3	i	i	-2.8	i
COc1ccc(CN2CCNC(=O)C2CC(=O)O)cc1OC (centres undefined)	i	i	i	i	i	-0.2	8.7	i	i	-4.4	i
O=C(NCCO)C(c1ccccc1)c1ccccc1	i	i	i	i	i	-0.3	-1.4	i	i	4.6	i
COC(=O)/C=C/c1oc2ccccc2c1C	i	i	i	i	i	0.5	0.5	i	i	-4.6	i
COc1cccc(-c2nnc(-c3ccccc3NC(=O)c3ccc(C(C)(C)C)cc3)o2)c1	i	i	i	i	i	.	.	i	i	6.2	i
NS(=O)(=O)c1ccc(CNC(=S)Nc2ccc(Cl)c(Cl)c2)cc1	i	i	i	i	i	-0.2	-1.8	i	i	46.8	i
CC(C)CC(=O)c1c[nH]c(C(=O)NCc2cccnc2)c1	i	i	i	i	i	0.5	0.1	i	i	1.8	i
COc1ccc(N(CC(=O)N2CCc3ccccc3C2)S(C)(=O)=O)cc1	i	i	i	i	i	0.2	-2.8	i	i	0.3	i

Later entries
SMILES	TRPC6 act	TRPC6 inh	MrgX1 PAM	MrgX1 antagonist	MrgX1 agonist	HIF act	Platelet DG rel	TRPC4 inh	RGS4 pot	SKKanGAS inh	RGS4 block
O=C(OCc1ccc(F)cc1)c1cc2ccccc2cc1O	i	i	i	i	i	-0.8	-9.2	i	i	24.2	i
CC(C)N1C(=O)S/C(=C/c2ccccc2OCc2ccc(C(=O)O)cc2)C1=O	i	i	i	i	i	0.6	2.9	i	i	16.2	i
CN1CCc2nc(SCc3ccc(Cl)cc3)c(C#N)c(-c3cccs3)c2C1	i	i	i	i	i	-0.2	1.1	.	i	9.6	i
COc1ccc(CC(=O)Nc2ccc(OC)nc2)cc1	i	i	i	i	i	-0.5	7.0	i	i	3.0	i
Cc1nc(SCC(=O)N2c3ccccc3Sc3ccccc32)n[nH]1	i	i	i	i	i	0.0	11.4	i	i	2.1	i
N#CCCn1c(=S)[nH]c2ccccc21	i	i	i	i	i	0.2	4.0	i	i	5.9	i
CCOc1ccccc1NC(C)C(=O)Nc1cc(C(F)(F)F)ccc1N1CCOCC1 (centres undefined)	i	i	i	i	i	-0.2	-0.9	i	i	14.4	i
COc1ccc(N2C(=O)CC(N3CCN(c4cccc(Cl)c4)CC3)C2=O)cc1 (centres undefined)	i	i	i	i	i	-2.3	10.1	i	i	-3.8	i
CCOc1ccc(NC(=O)CC2C(=O)N(c3ccc(OCC)cc3)C(=S)N2C2CC2)cc1 (centres undefined)	i	i	i	i	i	-1.2	5.1	i	i	0.2	i
